Compound activity (PubChem)
M5 PAM: human M5 muscarinic receptor positive allosteric modulators, primary screen, CHO-K1 cells, Fluo-8 calcium fluorescence. Muscarinic acetylcholine receptor M5 (Homo sapiens), P08912. CHO-K1 hM5, ACh EC20 PAM; 0% = ACh EC20, 100% = ACh EC100. activation, % at 3 µM. 360,000 compounds, 0.3% hits. AID 624038, 2012;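 active means activation above the run cutoff, the mean activation of all test compounds plus 3 SD, cut at about 18% in these data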
Target sequence (P08912 whole entry, looked up): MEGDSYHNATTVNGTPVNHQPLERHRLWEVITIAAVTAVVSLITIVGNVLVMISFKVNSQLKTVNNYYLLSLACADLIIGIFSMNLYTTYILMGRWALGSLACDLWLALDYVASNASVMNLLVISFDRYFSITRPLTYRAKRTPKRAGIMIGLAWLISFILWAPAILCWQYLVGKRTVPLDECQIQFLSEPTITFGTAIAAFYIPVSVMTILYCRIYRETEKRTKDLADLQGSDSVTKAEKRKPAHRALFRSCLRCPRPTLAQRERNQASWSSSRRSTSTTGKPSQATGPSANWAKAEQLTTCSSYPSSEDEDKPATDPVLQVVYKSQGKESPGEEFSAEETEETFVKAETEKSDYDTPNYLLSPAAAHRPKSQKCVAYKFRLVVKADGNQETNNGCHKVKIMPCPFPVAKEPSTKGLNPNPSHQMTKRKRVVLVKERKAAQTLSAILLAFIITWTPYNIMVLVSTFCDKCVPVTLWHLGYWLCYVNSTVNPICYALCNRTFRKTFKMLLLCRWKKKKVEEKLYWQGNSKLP
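Probe or stimulus: acetylcholine, EC20 level; Assay system: human M5 receptor in CHO-K1 cells; Schedule: compound preincubation 140 s before EC20 acetylcholine addition; Technique: intracellular calcium via Fluo-8 fluorescence; Dosing: single-point, 3 µM nominal; Read-out basis: percent activation from peak-over-basal fluorescence ratio, scaled EC20-to-EC100 acetylcholine; Repeats: one well per compound, no replicates.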
M4 antag: human M4 muscarinic receptor antagonists, primary screen, CHO cells, Fluo-8 calcium fluorescence; AID 624125, 2012; 360,000 compounds, 0.73% hits; CHO-hM4 cells, ACh EC80; inhibition, % at 3 µM; Muscarinic acetylcholine receptor M4 (Homo sapiens), P08173;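 active means inhibition above its plate's cutoff, the mean inhibition of sample wells plus 3 SD, cut at about 27% in these data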;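 further: 0% = acetylcholine EC80 with DMSO and 100% = DMSO without agonist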
Target sequence (P08173 whole entry, looked up): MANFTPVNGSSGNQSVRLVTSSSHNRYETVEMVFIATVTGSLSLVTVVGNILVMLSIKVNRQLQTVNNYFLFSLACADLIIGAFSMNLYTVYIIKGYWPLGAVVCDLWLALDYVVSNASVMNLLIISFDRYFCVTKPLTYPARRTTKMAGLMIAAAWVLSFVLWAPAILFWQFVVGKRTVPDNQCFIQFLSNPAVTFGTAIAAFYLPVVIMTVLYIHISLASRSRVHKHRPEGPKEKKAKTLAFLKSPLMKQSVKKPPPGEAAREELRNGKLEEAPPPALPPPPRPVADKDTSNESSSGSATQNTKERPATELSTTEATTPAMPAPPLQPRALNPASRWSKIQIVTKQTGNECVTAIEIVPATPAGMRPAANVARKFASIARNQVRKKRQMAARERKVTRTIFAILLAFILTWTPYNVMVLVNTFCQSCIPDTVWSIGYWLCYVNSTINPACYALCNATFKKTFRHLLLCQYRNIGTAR
CHRM5 antagonist: human M5 muscarinic receptor antagonists, primary screen, CHO cells, Fluo-8 calcium fluorescence; AID 624040, 2012; inhibition, % at 3 µM; 360,000 compounds, 0.59% hits; CHO-hM5 cells, ACh EC80;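 active means inhibition above a per-plate cutoff, the mean of that plate's test compounds plus 3 SD, cut at about 27% in these data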;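 further: 0% = acetylcholine EC80 with DMSO and 100% = DMSO without agonist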
CHRM5 agonist: human M5 muscarinic receptor agonists, primary screen, CHO-K1 cells, Fluo-8 calcium fluorescence. Muscarinic acetylcholine receptor M5 (Homo sapiens), P08912. activation, % at 3 µM. 360,000 compounds, 0.19% hits. AID 624037, 2012. CHO-K1 hM5 cells; 0% DMSO wells, 100% maximal acetylcholine response;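 active means activation above the run's mean over test compounds plus 3 SD, cut at about 23% in these data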;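 further: signal is peak over basal fluorescence ratio across the kinetic read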
CHRM1 agonist: human M1 muscarinic receptor agonists, primary screen, Fluo-8 calcium fluorescence, CHO-K1 cells, HTS | Muscarinic acetylcholine receptor M1 (Homo sapiens), P11229 | CHO-K1 hM1, agonist mode; 0% DMSO, 100% acetylcholine EC100 | activation, % at 3 µM | 360,000 compounds, 0.33% hits;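 active means activation above the run's mean compound activation plus 3 SD, cut at about 16% in these data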;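 further: peak over basal fluorescence ratio within a 140 s kinetic read after compound addition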
CHRM1 PAM: human M1 muscarinic receptor positive allosteric modulators, primary screen, CHO-K1 cells, Fluo-8 calcium fluorescence, 1536-well; CHO-K1 hM1, ACh EC20; 0% = ACh EC20, 100% = maximal ACh; activation, % at 3 µM; 360,000 compounds, 0.088% hits; in the data active means activation above about 19%, passing the limit was not always enough
M4 ag: human M4 muscarinic receptor agonists, primary screen, CHO-K1 cells, Fluo-8 calcium fluorescence; Muscarinic acetylcholine receptor M4 (Homo sapiens), P08173; CHO-K1 hM4/Gqi5; vehicle 0%, full acetylcholine response 100%; activation, % at 3 µM; 360,000 compounds, 0.14% hits; AID 624127, 2012;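 active means activation above the run mean over all test wells plus 3 SD, cut at about 32% in these data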;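 further: peak over basal fluorescence ratio per well then scaled between controls; 0% = DMSO wells and 100% = acetylcholine at EC100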
CHRM1 antagonist: human M1 muscarinic receptor antagonists, primary screen, CHO-K1 cells, Fluo-8 calcium fluorescence, 1536-well | Muscarinic acetylcholine receptor M1 (Homo sapiens), P11229 | CHO-K1 hM1, ACh EC80 antagonist | inhibition, % at 3 µM | 360,000 compounds, 1.3% hits;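 active means percent inhibition above its own plate's cutoff, namely the mean of that plate's compound wells plus 3 SD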;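 further: peak over basal fluorescence ratio during 140 s after agonist addition; 0% = ACh EC80 plus DMSO and 100% = DMSO alone without agonist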
TAAR1 agonist: human TAAR1 agonists, primary screen, Fluo-8 calcium fluorescence, CHO RD-HGA16 cells. activation, % at 3 µM. 360,000 compounds, 0.99% hits. vehicle wells 0%, saturating PEA agonist 100%;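 active means activation above the mean activation of all test compounds in the run plus 3 SD, cut at about 38% in these data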
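Test system: RD-HGA16 (CHO) cells co-expressing Gα16 and hTAAR1 | Doses: Single dose, 3 µM | Schedule: 17-24 h seeding, 75 min 37 °C dye, 30 min RT | Evaluation: % activation from peak over basal fluorescence ratio, DMSO-to-PEA scaled | Technique: Kinetic Fluo-8 calcium fluorescence | Benchmarks: Low control DMSO, high control PEA (EC100)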
* = called active by the depositor; x = not tested or not shown; & = joins results of further samples; ! = a repeat was not active.

SMILES	M5 PAM	M4 antag	CHRM5 antagonist	CHRM5 agonist	CHRM1 agonist	CHRM1 PAM	M4 ag	CHRM1 antagonist	TAAR1 agonist
Cc1ccsc1C(=O)OCC(=O)NC1CCCCC1	2	-7	-2	-1	-5	0	0	-9	2
CCN(CC)c1nc(C=Cc2ccc(N(C)C)cc2)c2nccnc2n1	-13	41*	50*	31*	33*	-15	29	46*	61*
C[C@H](CO)N1C[C@H](C)[C@@H](CN(C)S(=O)(=O)c2ccccc2)Oc2ccc(NS(=O)(=O)c3ccccc3)cc2C1=O	5	-5	-10	0	-7	10	0	-7	3
FC(F)(F)c1ccc(N2CCN(c3ncnc4c3nnn4Cc3ccccc3)CC2)nc1	-3	-3	-3	0	0	-1	2	-15	-1
CSc1nnc2c3cc(F)ccc3n(C)c2n1	0	-7	5	-4	-6	12	0	-17	-2
O=C(CCCCCN1C(=O)CCC1=O)Nc1ccc2c(c1)OCCO2	0	-5	3	-3	-1	5	0	-42	15
CCOC(=O)N1CCC(NC(=O)C2CCCN(Cc3nc(-c4ccc(CC)cc4)oc3C)C2)CC1 (stereo unspecified)	-6	14	13	1	-2	-9	13	11	3
CC(=O)Nc1cccc(-c2nnc(SCC(=O)N3CCCCC3)n2C)c1	-6	-4	6	-1	-6	1	1	-3	1
CCOC(=O)c1sc2nc(C)c3c(c2c1N)CC(C)(C)OC3	4	1	-1	-2	-3	11	1	-7	1
COc1ccc(CNC(=O)c2cc3c(=O)[nH]c4ccccc4c3n2C)cc1	0	-6	10	-4	-1	5	3	-4	0
COc1cc(CCC(=O)OCC(=O)Nc2sccc2C(N)=O)cc(OC)c1OC	-22	7	15	9	1	-15	20	37*	12
CCOC(=O)C1(C)CCCN1C(=O)c1snnc1C (stereo unspecified)	-3	4	5	-1	-1	1	1	-1	1
C/C(=N/NC(=O)c1ccc(Cl)s1)c1cccnc1	-1	2	-3	-2	-4	5	0	-6	0
CC(C)(C)C(=O)Nc1ccc(Cc2ccncc2)cc1	-2	11	3	1	-8	4	0	-8	8
CCn1c(COc2ccc(Cl)cc2)nnc1SCc1nc2ccccc2[nH]1	-19	9	5	5	-2	-8	12	4	9
Cc1cc(C(=O)N/N=C/c2cc(Cl)cc([N+](=O)[O-])c2O)n[nH]1	2	-6	10	1	-4	10	1	-17	1
CNC(=S)Nc1ccc(OC)c(OC)c1	6	4	-7	-4	-3	4	0	-10	7
CCCc1cc(=O)oc2cc(C)cc(OCC(=O)N3CCC(C(=O)O)CC3)c12	2	-5	2	2	-4	8	1	-13	1
COc1ccc(N(CC(=O)NC2CCCC2)C(=O)CCC(=O)Nc2cc(C)on2)c(OC)c1	10	7	-10	-2	-2	7	0	-24	1
COc1ccc(OC)c(CNC(=O)C2CCCN(c3ncnc4c3nc3n4CCCCC3)C2)c1 (stereo unspecified)	-4	2	0	-5	-5	7	5	-11	-1
Cc1ccc(NCc2ccccc2O)cc1C	3	10	7	-1	-8	-3	2	10	4
COc1ccc2nc(NC(=O)c3cccc(OCc4c(C)noc4C)c3)sc2c1	-5	-22	-7	0	-3	-1	7	1	6
O=C(COC(=O)C1CCN(S(=O)(=O)c2ccccc2C(F)(F)F)CC1)NCc1ccc(F)cc1	-1	6	-5	-1	-1	6	5	-5	4
CCOc1ccc(NC(=O)CC2S/C(=N/N=C3CCCCCC3)NC2=O)cc1 (stereo unspecified)	7	2	-2	-5	-3	17	0	-15	-2
Cc1cc(OCC(=O)NCCc2ccc(S(N)(=O)=O)cc2)c2c(C)cc(=O)oc2c1	8	-7	-14	-2	-4	2	-1	1	0

The list goes on (2 carried over from the part before).
SMILES	M5 PAM	M4 antag	CHRM5 antagonist	CHRM5 agonist	CHRM1 agonist	CHRM1 PAM	M4 ag	CHRM1 antagonist	TAAR1 agonist
CCOc1ccc(NC(=O)CC2S/C(=N/N=C3CCCCCC3)NC2=O)cc1 (stereo unspecified)	7	2	-2	-5	-3	17	0	-15	-2
Cc1cc(OCC(=O)NCCc2ccc(S(N)(=O)=O)cc2)c2c(C)cc(=O)oc2c1	8	-7	-14	-2	-4	2	-1	1	0
CCOC(=O)c1ccccc1OC(=O)CS(=O)c1ccccc1[N+](=O)[O-] (stereo unspecified)	-4	-20	10	-4	-5	5	3	-6	8
Cc1c(-c2ccccc2)[nH]n2c(=O)c3c(nc12)CCCC3	-4	6	0	-4	-8	2	-1	7	-1
Nc1nc(NCc2ccc(Cl)cc2)nc(NCCO)c1[N+](=O)[O-]	-18	6	19	16	9	1	14	14	45*
COc1ccccc1C(=O)Nc1nnc([C@H]2C[C@H](O)[C@@H](CO)O2)s1	3	-8	-4	1	-2	13	1	-9	2
CCn1cc(C(=O)OCC(=O)Nc2c(C)n(C)n(-c3ccccc3)c2=O)c(=O)c2ccc(C)nc21	2	2	-6	0	-6	5	-1	-2	x
CSc1nc(C)c(C(=O)Nc2ccccc2)c(C)c1C#N	-1	4	-3	1	-7	-2	5	1	7
Cc1n[nH]c2ccc(Br)cc2c1=O	-2	-9	0	0	-1	14	1	-19	0
CCOC(=O)c1ccc(NC(=O)CSc2nnc(C3CC3)n2CC)cc1	-3	2	-2	-3	-3	5	0	-8	1
CCSc1nc(-c2ccccc2)nc2c1CCCC2	-3	-4	-7	0	-7	-2	1	-2	5
Cn1c(=O)c2c(nc(CN3CCN(c4ccccc4F)CC3)n2CCCc2ccccc2)n(C)c1=O	5	-1	-6	-4	-3	1	1	0	2
C[C@H]1CN([C@@H](C)CO)C(=O)CCCn2nncc2CO[C@H]1CN(C)S(=O)(=O)c1cccc(C#N)c1	-5	-5	15	0	-4	-2	0	-6	2
Cc1csc(SCC(=O)Nc2cc(S(=O)(=O)N(C)C)ccc2C)n1	-1	0	5	2	-1	-2	1	5	0
COc1ccccc1-c1noc2ncnc(Nc3cccc(C)c3)c12	-11	-1	3	-3	-8	-7	0	-2	5
Cc1ccc(O)c(C(=O)c2cnc3c(c2)c(C)nn3-c2ccccc2)c1	-5	-2	-4	-3	-10	4	0	-6	2
CCc1noc(C)c1C(=O)N1CCN(S(=O)(=O)c2ccccc2C(F)(F)F)CC1	0	4	9	0	-5	-4	0	8	0
CCOC(=O)c1cccnc1SC(CC)C(=O)N1CCOCC1 (stereo unspecified)	-7	-3	9	2	-4	1	0	2	2
CC(=O)N(CCP(=O)(c1ccccc1)c1ccccc1)Cc1ccco1	-6	-10	-5	-3	-3	8	3	-30	2
COC(=O)c1ccccc1NC(=O)c1cc(OC)cc(OC)c1	0	15	6	-6	-4	-3	0	-9	7
COC(=O)c1cc(NC(=O)c2cc(-c3ccc(Cl)cc3)oc2C(F)(F)F)ccc1N1CCOCC1	-15	-2	6	-9	-6	-6	8	3	3
CN1CCc2c(c3ccccc3n2Cc2ccccc2)C1	-19&-22	57*	42*	-2&-5	-7&-10	-26&-30	1&1	66*!	18&8
Cn1c(=O)c(C(=O)CN2CCCc3ccccc32)c(N)n(Cc2ccccc2)c1=O	-7	8	11	-7	-5	-6	0	-14	3
COC(=O)CSC1=C(C#N)C(c2ccc3c(c2)OCO3)C2=C(CCCC2=O)N1 (stereo unspecified)	-2	2	-5	-1	-3	3	0	-16	x
CCOc1ccc(-n2c(Cc3cc(=O)[nH]c(=O)[nH]3)nnc2SC(C)C(=O)OC)cc1 (stereo unspecified)	-3	4	3	2	1	10	0	-21	1
O=C(Nc1ccc(Br)cc1)c1ccc(CSC2=NCCS2)cc1	-6	5	1	-3	-3	-6	3	7	14
O=c1c2cc(O)c(O)cc2oc2cc(O)c(C3OC(CO)C(O)C(O)C3O)c(O)c12 (stereo unspecified)	1	-8	5	3	-2	3	2	-11	3

9 compounds already listed, sorted by SMILES length, largest number first:
SMILES	M5 PAM	M4 antag	CHRM5 antagonist	CHRM5 agonist	CHRM1 agonist	CHRM1 PAM	M4 ag	CHRM1 antagonist	TAAR1 agonist
C[C@H](CO)N1C[C@H](C)[C@@H](CN(C)S(=O)(=O)c2ccccc2)Oc2ccc(NS(=O)(=O)c3ccccc3)cc2C1=O	5	-5	-10	0	-7	10	0	-7	3
CCc1noc(C)c1C(=O)N1CCN(S(=O)(=O)c2ccccc2C(F)(F)F)CC1	0	4	9	0	-5	-4	0	8	0
COc1cc(CCC(=O)OCC(=O)Nc2sccc2C(N)=O)cc(OC)c1OC	-22	7	15	9	1	-15	20	37*	12
CCN(CC)c1nc(C=Cc2ccc(N(C)C)cc2)c2nccnc2n1	-13	41*	50*	31*	33*	-15	29	46*	61*
COc1ccccc1-c1noc2ncnc(Nc3cccc(C)c3)c12	-11	-1	3	-3	-8	-7	0	-2	5
COC(=O)c1ccccc1NC(=O)c1cc(OC)cc(OC)c1	0	15	6	-6	-4	-3	0	-9	7
CCOC(=O)c1cccnc1SC(CC)C(=O)N1CCOCC1 (stereo unspecified)	-7	-3	9	2	-4	1	0	2	2
CN1CCc2c(c3ccccc3n2Cc2ccccc2)C1	-19&-22	57*	42*	-2&-5	-7&-10	-26&-30	1&1	66*!	18&8
CSc1nnc2c3cc(F)ccc3n(C)c2n1	0	-7	5	-4	-6	12	0	-17	-2

(cont.)
SMILES	M5 PAM	M4 antag	CHRM5 antagonist	CHRM5 agonist	CHRM1 agonist	CHRM1 PAM	M4 ag	CHRM1 antagonist	TAAR1 agonist
CCCCCCOc1ccc(N2C(=O)CC(SCCN)C2=O)cc1 (stereo unspecified)	-4	3	-2	-8	-7	0	7	2	26
Oc1ccccc1C(=S)N1CCCCCC1	-1	3	2	-3	-6	10	1	-10	4
Cc1cccc(C)c1NC(=O)CN1CCN(CC(=O)NCC2(N3CCCCC3)CCCCC2)CC1	0	8	13	0	-8	6	0	-10	-3
COc1ccccc1-c1nc(=S)c(C(C)=O)c(C)[nH]1	4	-5	3	-2	-2	14	1	-9	1
COc1ccccc1CNC(=O)COC(=O)c1cccc(S(=O)(=O)N2CCCCC2)c1	-4	-4	3	-1	1	16	3	-16	0
Cc1cccc(N2C(=O)C(O)=C(C(=O)c3cccs3)C2c2ccc(C(C)C)cc2)n1 (stereo unspecified)	-3	5	17	-1	21*	2	0	-2	69*

These rows are one share of the data, so the mix of outcomes need not match the whole.
